PV pol inh: poliovirus RdRp elongation inhibitors, primary screen, biochemical, fluorescence polarization, total intensity; Genome polyprotein (Poliovirus type 1 (strain Mahoney)), P03300; poliovirus polymerase elongation; active compounds read low; % elongation, % (compound at 16.7 µg/mL); hit rate 0.66% among 150,000; AID 588519, 2011; in the data active = % elongation below about 90%; note: some results filed as inactive read as strong as hits
Target sequence (P03300 1749-2209 limits assumed): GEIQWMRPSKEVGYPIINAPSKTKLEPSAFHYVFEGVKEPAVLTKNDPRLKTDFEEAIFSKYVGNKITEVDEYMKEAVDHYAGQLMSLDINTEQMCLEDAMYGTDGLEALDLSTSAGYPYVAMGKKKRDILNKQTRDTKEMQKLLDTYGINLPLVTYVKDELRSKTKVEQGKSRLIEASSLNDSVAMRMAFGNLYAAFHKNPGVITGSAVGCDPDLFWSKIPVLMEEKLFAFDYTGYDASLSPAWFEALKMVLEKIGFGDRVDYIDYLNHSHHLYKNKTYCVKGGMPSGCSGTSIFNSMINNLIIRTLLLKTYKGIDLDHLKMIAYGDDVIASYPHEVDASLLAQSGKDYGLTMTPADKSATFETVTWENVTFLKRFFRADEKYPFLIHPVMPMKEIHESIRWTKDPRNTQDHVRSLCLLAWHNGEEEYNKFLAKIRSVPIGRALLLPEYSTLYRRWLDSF
PV pol inh FP z-score: recorded beside PV pol inh, whose call it bears; z-score; measured here: FP z-score; hits read low
Numbers without * were called inactive.

SMILES	PV pol inh	PV pol inh FP z-score
COc1ccc(CC(=O)N2CCc3cc(OC)c(OC)cc3C2COc2ccc(F)cc2)cc1OC (stereo unspecified)	109.0	0.4
Cc1ccc(C)c(S(=O)(=O)Nc2ccc(C(=O)N3CC(C)OC(C)C3)cc2)c1 (stereo unspecified)	101.0	0.3
Cc1cc(N2CCNCC2)nc(C(C)C)n1	102.0	0
CCOC(=O)C1C2NC(=S)N[C@]1(C)Oc1ccccc12 (stereo partly specified)	106.0	0.4
CC(C)c1cccc(C(C)C)c1NC(=O)c1ccncc1	102.0	0.3
CCN(CC)c1ccc2nnc(CCC(=O)N(CC)c3ccccc3)n2n1	104.0	1.7
CCOC(=O)CC1=NN=C(N)SC1	101.0	-0.2
CCOC(=O)C1=C(C)NC(=O)NC1c1cn(-c2ccccc2)nc1-c1ccc(OC(C)C)cc1 (stereo unspecified)	108.0	1
CCOC(=O)c1c(C)oc2ccc(N(C(=O)Oc3ccccc3)S(=O)(=O)c3ccccc3)cc12	109.0	0.5
O=C(Nc1ncn[nH]1)C(F)(F)C(F)F	101.0	-0.3
Cc1cc(C(=O)CSc2ccc(S(=O)(=O)N3CCCCC3)cn2)c(C)n1Cc1ccco1	99.0	-0.9
CCOc1ccc(-c2nc(C#N)c(NCC(C)C)o2)cc1	101.0	-0.3
COc1ccc(F)cc1S(=O)(=O)N1CCN(c2c(C)cc(C)cc2C)CC1	102.0	0.4
CC(C)(C)c1ccc(-c2nc(SCCOc3ccc(Cl)cc3)n3[nH]c(=O)cc3n2)cc1	103.0	-0.7
CCn1c(C(=O)NCCc2ccccc2)cc2sc(Cl)cc21	100.0	-0.3
COC(=O)c1ccc2c(=O)[nH]c(COC(=O)c3oc4ccccc4c3C)nc2c1	102.0	-0.2
CCCOC(=O)Cn1cnc2sc(C)c(C)c2c1=O	103.0	-0.1
Cc1ccc(S(=O)(=O)N2CCC(c3ccncc3)CC2)c(C)c1	103.0	-0.9
CCOC(=O)c1cnn(-c2nnc(-c3ccccc3)c3ccccc23)c1/N=C/N(C)C	99.0	-0.1
COc1ccc(-c2cc(C(=O)Nc3ccc(F)cc3)c(C(F)(F)F)o2)cc1	106.0	0.8
O=C(Nc1cccc(C(F)(F)F)c1)c1cc(-c2ccc(Cl)cc2)on1	100.0	-0.6
CCOC(=O)c1cccc(NC(=O)N2CC=C(c3c[nH]c4ccccc34)CC2)c1	128.0	3.7
c1cc2c(cc1CNC1CCCC1)OCO2	101.0	-0.6
O=C(Cn1c(-c2cccs2)cc2ccccc21)NCCCN1CCN(c2cccc(Cl)c2)CC1	108.0	-0.3
CN(Cc1cccs1)C(=O)[C@H](Cc1ccccc1)NC(=O)c1ccco1	99.0	-0.4
The list continues.
SMILES	PV pol inh	PV pol inh FP z-score
C=CCN=C1S/C(=C\N(C)C)C(=O)N1S(=O)(=O)c1ccc(C)cc1	102.0	0.1
CC(=O)Oc1cc(C(C)C)c(OCCN(C)C)cc1C	99.0	-0.3
Cn1c(COc2ccccc2)nnc1SCC(=O)N1CCc2ccccc21	102.0	0
COc1ccc(NC(=O)Cn2ccn(Cc3ccccc3)c(=O)c2=O)cc1	102.0	0.3
CC(C)C(OC(=O)c1ccc(Cl)nc1)C(=O)NC1CCCCC1 (stereo unspecified)	102.0	-0.2
Cc1cccc(C)c1NC(=S)NCCC(=O)O	102.0	0.1
COc1ccc(NC(C)C(=O)NC2CCCCC2C)cc1 (stereo unspecified)	104.0	0.1
CC(C)(C)c1ccc2c(c1)c1c3n2CCN(CCC#N)C3CCC1 (stereo unspecified)	99.0	-0.7
CCn1c(=S)sc2nc(C)sc21	101.0	-0.2
CN(C)/C=C/C=C1C(=O)CC(C)(C)CC1=O	101.0	0.2
Cc1cc(C)c2c(=O)cc(C(=O)Nc3ccc(C)c(Cl)c3)oc2c1	99.0	-1.6
CCc1ccc(CN(C(=O)c2cc(=O)c3ccc(C)cc3o2)C2CCS(=O)(=O)C2)cc1 (stereo unspecified)	104.0	-0.6
CCC(=O)Nc1ccccc1Cl	100.0	0
CC(C)c1ccc(NC(=O)N2c3ccccc3Sc3ccccc32)cc1	105.0	0
O=C(NCc1ccc(F)cc1)NC1CC(=O)N(c2ccccc2)C1 (stereo unspecified)	96.0	-1.5
O=C(CC1N=C2c3ccccc3N=C(SCc3ccc(F)cc3)N2C1=O)NCc1ccc2c(c1)OCO2 (stereo unspecified)	99.0	-1.6
NS(=O)(=O)c1ccc(NC(=O)CSC2=NC(=O)C(Cc3ccccc3)C(=O)N2)cc1 (stereo unspecified)	102.0	0
COc1ccc(N=CN(C)C)cc1OC	100.0	-0.3
Cc1cc(NC(=O)c2c(F)cccc2Cl)no1	101.0	-0.2
CCC(C)c1ccccc1N=Cc1ccsc1 (stereo unspecified)	103.0	0.8
Cc1ccc(C(=O)NCCc2cccs2)cc1	102.0	-0.1
N#CCSC1=N/C(=C/c2ccco2)C(=O)N1c1ccc(OC(F)F)cc1	143.0	4.6
N#Cc1c(-c2ccccc2)c(C#N)c2sc3ccccc3n2c1=O	101.0	-0.2
Cc1ccc(-n2nc3c(N4CCC(C(=O)NCCC(C)C)CC4)nnc(C)c3c2C)cc1	98.0	-1.4
COc1ccc(CCNc2nccc(=O)[nH]2)cc1OC	101.0	-0.4

Record cards, as listed above. Order of values: PV pol inh, PV pol inh FP z-score
`CC(C)(C)c1ccc2c(c1)c1c3n2CCN(CCC#N)C3CCC1` (stereo unspecified) is listed as 99.0, -0.7
`Cc1ccc(C(=O)NCCc2cccs2)cc1` is listed as 102.0, -0.1
`Cn1c(COc2ccccc2)nnc1SCC(=O)N1CCc2ccccc21` is listed as 102.0, 0
`N#CCSC1=N/C(=C/c2ccco2)C(=O)N1c1ccc(OC(F)F)cc1` is listed as 143.0, 4.6

Other entries
SMILES	PV pol inh	PV pol inh FP z-score
CC1=C(c2ccc(C)cc2)S(=O)(=O)NC1=NCCCN1CCN(c2cc(C)ccc2C)CC1	114.0	1.5
CCCN1CCc2nc(N3CCN(c4ncccn4)CC3)ncc2C1	102.0	-0.5
Cc1cc(=O)oc2c3c(ccc12)OCN(Cc1ccc(Cl)cc1)C3	108.0	0.5
COc1ccc(/C=c2\[nH]c(=O)/c(=C\c3ccc(OC)cc3)[nH]c2=O)cc1	108.0	0.4
CCOc1ccc(NC(=O)C2CCN(C(=O)Cc3ccccc3)CC2)cc1	103.0	0.3
Cc1cc(C)n(CC(=O)Nc2ccc(F)c(F)c2)c(=O)c1C#N	105.0	0
COC(=O)CSc1nc(-c2ccc(F)cc2)cc(C(F)(F)F)n1	103.0	-0.2
CCSc1nc2ccccc2c(=O)n1-c1c(C)n(C)n(-c2ccccc2)c1=O	108.0	0.7
CC(=O)C1=C(c2ccc(F)cc2)N(C(C)=O)n2c(nnc2C2CCCCC2)S1	109.0	0.6
Cc1ccccc1CN1CCC(CN)CC1	98.0	-1.7
CCn1c(=O)cc(SCC(=O)NCCCN2CCCC2)c2ccccc21	100.0	-1.3
CCCSc1nc2ccccc2n1CC(=O)N1CCN(Cc2ccccc2)CC1	105.0	0.4
CCCC1C(c2ccccc2)C2(C#N)C(=O)NC1(O)CC2(C#N)C#N (stereo unspecified)	100.0	-0.7
Cc1ccc(C2=NN(C(=O)COC(=O)Cn3nc(-c4ccccc4)oc3=O)C(c3ccco3)C2)cc1 (stereo unspecified)	105.0	0.4
Cc1nc(-n2nnc3cc(C)c(C)cc32)c2c3c(sc2n1)CCCC3	101.0	-0.1
COC(=O)c1ccc(C2C=C(c3ccc(Cl)cc3)Nc3nc4ccccc4n32)cc1 (stereo unspecified)	103.0	-0.2
CC(OC(=O)c1ccc(S(=O)(=O)N2CCCC2)cc1)C(=O)N1CCc2ccccc21 (stereo unspecified)	103.0	0
Cc1nc(-n2nc(C)c(Cc3ccc(Cl)cc3)c2C)sc1C(=O)N1CCCCC1C (stereo unspecified)	101.0	-0.2
COC(=O)c1ccccc1NC(=O)c1cc2nc(-c3ccc(OC)cc3)cc(C(F)(F)F)n2n1	100.0	-0.3
O=C(Cn1ncc2c3ccccc3n(Cc3ccccc3)c2c1=O)N1CCOCC1	102.0	-0.4
c1ccc(CN2CCOCC2)cc1	101.0	-0.3
Cc1ccc(C(=O)Nc2nc3nc(C)cc(=O)n3[nH]2)cc1	104.0	-0.5
CC(O)CNC(=O)c1sc2ccccc2c1Cl (stereo unspecified)	103.0	0.9
CN(C)C(=O)Oc1ccc2cc(-c3ccccc3)c(=O)oc2c1	103.0	0.3
COc1ccc2nc(N3CCN(C(=O)C4CC4)CC3)sc2c1	113.0	1.7
(cont.)
SMILES	PV pol inh	PV pol inh FP z-score
Cc1c(Cl)cccc1NC(=O)CSc1nc(=O)n(Cc2ccccn2)c2c1CCC2	106.0	0
NC(N)=NC(N)=Nc1ccc(Cl)cc1Cl	100.0	0
COc1cc(OC)c(C2=NOC(C(=O)NCCCN3CCOCC3)C2)cc1Cl (stereo unspecified)	102.0	0
CCc1ccc(CNC(=O)c2c3c(nc4ccccc24)C(=O)N(C2CCCCC2)C3)cc1	102.0	-0.3
O=C(NCc1ccc2c(c1)CCN2C(=O)c1ccccc1)c1ccc(Br)o1	108.0	0.3
Oc1ccccc1-c1nc(/C=C/c2ccccc2Cl)no1	41.0*	-6.3*
NC(=O)c1c(F)c(F)c(N)c(F)c1F	104.0	0.3
Cn1c(SCC(=O)Nc2ccccc2)nc2ccccc2c1=O	100.0	-0.7
COC(=O)c1ccc(CNC(=O)COc2ccc(Cl)cc2Cl)cc1	104.0	0.5
CCn1c(C(=O)N2CCCC(C(=O)NC3CCCC3)C2)cc2sccc21 (stereo unspecified)	104.0	0.8
CC1CCCC(NC(=O)CSc2nc3ccccc3o2)C1C (stereo unspecified)	101.0	-0.1
O=C(CCCOc1ccc(Cl)cc1)NCC1CCCO1 (stereo unspecified)	105.0	0.3
COc1ccc(CCNC(=O)c2cc3ccccc3s2)cc1OC	106.0	0.7
COC(=O)C(N)c1c[nH]c2ccccc12 (stereo unspecified)	101.0	-0.6
COc1ccccc1N1CCN(C(=O)C2CC(=O)N(c3ccccc3)C2)CC1 (stereo unspecified)	102.0	0.3
Cc1cc(C)c(NC(=O)Cn2c(=O)n(Cc3ccco3)c(=O)c3ccc(C(=O)NC4CCCC4)cc32)c(C)c1	107.0	0.5
Cc1cc(O)c(Cc2c(O)cc(C)[nH]c2=O)c(=O)[nH]1	103.0	0.1
Cn1c(=O)oc2cc(S(=O)(=O)N3CCCC(C(=O)NCc4ccc(F)cc4)C3)ccc21 (stereo unspecified)	109.0	0.4
O=C(COC(=O)c1ccc(F)cc1Cl)NCc1ccco1	101.0	-0.1
CC(=O)Nc1ccc(NC(=O)c2cccc(C(=O)OC(C)C)n2)cc1	101.0	-0.2
COc1ccc(OC)c(C2NC(C(=O)O)C3C(=O)N(c4cccc(C(=O)O)c4)C(=O)C23)c1 (stereo unspecified)	99.0	-1.2
O=C1c2ccccc2-c2nn(C(=O)c3ccncc3)c3cccc1c23	104.0	0.5
Cc1ccc(-c2csc3ncn4nnnc4c23)cc1	103.0	0.2
CCN1CCCC1CNC(=O)c1c(C)nn(-c2ccc(F)cc2)c1-n1cccc1 (stereo unspecified)	101.0	-0.9
O=C(CC1CCCCCCCCCCC1)N1CCOCC1	102.0	0.1
The list continues:
SMILES	PV pol inh	PV pol inh FP z-score
C(=NCc1ccccc1)c1cn(-c2ccccc2)nc1-c1cc2ccccc2o1	104.0	0.4
Cc1c(C(=O)Nc2cccc(Cl)c2)oc2ccc(S(=O)(=O)N3CCCCCC3)cc12	110.0	0.2
O=S(=O)(c1ccc(NC2CCC(O)CC2)nc1)N1CCCC1 (stereo unspecified)	102.0	-0.1
CN(C)CCNC(=O)c1cc2c(s1)-c1ccccc1S(=O)(=O)C2	101.0	-1
COc1ccc(NC(=O)c2c(NCc3ccc(OC)c(OC)c3OC)sc3c2CCC3)c(OC)c1	115.0	1.5
CCOc1ccc(NC(=O)c2cc3c(n(-c4ccc(OC)cc4)c2=O)CC(C)(C)CC3=O)cc1	106.0	0.3
COc1ccc(C(F)(F)F)cc1-n1ccc(-c2ccc(C)cc2)nc1=S	103.0	-0.1
CN1C/C(=C/c2ccccn2)C(=O)/C(=C/c2ccccn2)C1	102.0	-0.2
COC(=O)Cn1c(=O)c2c(nc3n2CCN3c2ccccc2)n(C)c1=O	102.0	0.3
COc1ccc(-c2c(C)c3cc(OC(=O)N4CCOCC4)ccc3oc2=O)cc1OC	114.0	1.6
COC(=O)c1cc(OC(=O)c2ccc(OC)c(OC)c2)n(C)n1	104.0	0.6
O=c1ccc(-c2ccco2)nn1Cc1ccc(Cl)c(Cl)c1	100.0	0
Cc1cc(C)c(NC(=O)c2cc(=O)c3ccccc3o2)c(C)c1	100.0	-1
CN(C(=O)C1CC1)c1ccccc1C(=O)O	108.0	0.7
Cc1nc2ccccc2nc1C	99.0	-2.5
O=C(O)CC1N=Cc2ccccc21 (stereo unspecified)	103.0	-0.1
CCN(CC(=O)Nc1cc(C)on1)Cc1nc2ccccc2c(=O)[nH]1	102.0	-0.1
Cc1nc(C(F)(F)F)ccc1C(=O)Oc1ccccc1N1CCCCC1	106.0	0.2
N#Cc1ccccc1NC(=O)CSC1=NCCS1	99.0	-0.7

By substructure: those above with a thiophene ring, fused or not.
SMILES	PV pol inh	PV pol inh FP z-score
CCn1c(C(=O)NCCc2ccccc2)cc2sc(Cl)cc21	100.0	-0.3
CCCOC(=O)Cn1cnc2sc(C)c(C)c2c1=O	103.0	-0.1
O=C(Cn1c(-c2cccs2)cc2ccccc21)NCCCN1CCN(c2cccc(Cl)c2)CC1	108.0	-0.3
CN(Cc1cccs1)C(=O)[C@H](Cc1ccccc1)NC(=O)c1ccco1	99.0	-0.4
CCC(C)c1ccccc1N=Cc1ccsc1 (stereo unspecified)	103.0	0.8
Cc1ccc(C(=O)NCCc2cccs2)cc1	102.0	-0.1
Cc1nc(-n2nnc3cc(C)c(C)cc32)c2c3c(sc2n1)CCCC3	101.0	-0.1
CC(O)CNC(=O)c1sc2ccccc2c1Cl (stereo unspecified)	103.0	0.9
CCn1c(C(=O)N2CCCC(C(=O)NC3CCCC3)C2)cc2sccc21 (stereo unspecified)	104.0	0.8
COc1ccc(CCNC(=O)c2cc3ccccc3s2)cc1OC	106.0	0.7
Cc1ccc(-c2csc3ncn4nnnc4c23)cc1	103.0	0.2
CN(C)CCNC(=O)c1cc2c(s1)-c1ccccc1S(=O)(=O)C2	101.0	-1
COc1ccc(NC(=O)c2c(NCc3ccc(OC)c(OC)c3OC)sc3c2CCC3)c(OC)c1	115.0	1.5

The list is partial; rates above refer to the full screens.
